# Source: PubChem (National Center for Advancing Translational Sciences (NCATS))
# Menin-MLL TR inh: qHTS Assay for Inhibitors Targeting the Menin-MLL Interaction in MLL Related Leukemias: Competition With Texas Red Labeled MLL-derived Mutant Peptide. O00255. Menin + Texas Red MLL mutant peptide, fluorescence polarization. Potency, µM (titrated, usually from 61.6 µM), for inactives: top-dose FP activity change, negative = inhibition, usual class: inhibitors. 270,000 tested, 0.23% active. AID 1768, 2009; active = well fitted inhibition curve with a large enough effect in the polarisation, with a control signal flat, not every such curve was filed as active; inconclusive = small, poorly fitted or top-dose-only effect, or effect the other way, or a change in a side signal; inactive = no such curve, though single readings can be large or run the other way; the % refers to the polarisation; also: potency is read from the fitted curve at half-maximal effect; % of control where 0% means no effect; many of its hits are not listed in these tables
# Mito fusion yeast: qHTS Assay for Small Molecule Inhibitors of Mitochondrial Division or Activators of Mitochondrial Fusion; S. cerevisiae fusion-defective mutant growth rescue, CellTiterGlo 48 h; Potency, µM (titrated, usually from 46.1 µM), for the others: at the highest dose growth rescue (activation), hits mostly activators; 320,000 tested, 0.23% active; AID 485298, 2010;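 also: potency is read from the fitted curve at half-maximal effect; % of control where 0% means no effect; nearly all actives have a fitted effect of over 45% in size; temperature-sensitive fusion mutants such as fzo1-1 at 37 °C on non-fermentable ethanol glycerol medium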
#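 Growth-rescue viability read-out: after 48 h at the non-permissive 37C in glycerol/ethanol YPEG, yeast mitochondrial fusion mutants are measured by CellTiterGlo luminescence; compounds (23 nl pinned per well) restoring growth score as division inhibitors or fusion activators.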
# RORgamma inh: qHTS for inhibitors of ROR gamma transcriptional activity; Potency, µM (highest dose often 53.6 µM), for inactives: at the highest dose activity change, negative = inhibition, most hits filed as inhibitors; 310,000 tested, 5.4% active; Drosophila S2 Gal4-RORgamma UAS-luciferase reporter, 20 h; also: potency is read from the fitted curve at half-maximal effect; % is scaled to controls: 0 for no effect and ±100 for the full control effect; nearly all actives have a fitted effect of over 60% in size
#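 Using a luciferase readout, inhibitors were identified by reduced reporter activity in Drosophila cells coexpressing a copper-inducible Gal4–ROR gamma fusion and UAS-driven Photinus luciferase, incubated 20 hr after 700 uM copper sulfate.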
# ELG1 repair inh: qHTS screen for small molecules that inhibit ELG1-dependent DNA repair in human embryonic kidney (HEK293T) cells expressing luciferase-tagged ELG1; HEK293T ELG1-luciferase reporter, luminescence, 16 h; DNA damage induced by 5-fluorouridine; Potency, µM (doses to about 46.1 µM), for inactives: at the top dose activity change, negative = inhibition, usual class: inhibitors; 330,000 tested, 2.3% active; also: potency is read from the fitted curve at half-maximal effect; % is scaled to controls: 0 for no effect and ±100 for the full control effect; nearly all actives have a fitted effect of over 55% in size
#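 DMSO vehicle served as the neutral condition. Each well held 2,000 cells given 5-fluorouridine plus compound; after 16 hr at 37 °C/5% CO2, ONE-Glo was added and luciferase measured 30 min later.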
# NPC1 prom act: qHTS Assay for NPC1 Promoter Activators. Huh7 NPC1 promoter luciferase reporter, 24 h. Potency, µM (top dose mostly 9.22 µM), for the others: at the top dose activation, most hits filed as activators. AID 485313, 2010. 320,000 tested, 2.4% active;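 also: potency is read from the fitted curve at half-maximal effect; % of control where 0% means no effect; nearly all actives have a fitted effect of over 60% in size; reporter is driven by a mutant NPC1 promoter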
#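 Readout is luciferase luminescence, reflecting NPC1 promoter activation in stably transfected Huh7 cells after 24 h compound exposure at 37 °C in reduced-serum medium with 10% FBS.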
# MBNL1 CUG block: qHTS Assay for Inhibitors of MBNL1-poly(CUG) RNA binding | Muscleblind-like protein 1 (Homo sapiens), Q9NR56 | TR-FRET MBNL1-His/biotin-(CUG)12 binding, 665/545 ratio | Potency, µM (titrated, usually from 57.5 µM), for inactives: top-dose activity change, negative = inhibition, actives largely listed as inhibitors | 280,000 tested, 0.036% active | AID 2675, 2010; active = well fitted inhibition curve with a large enough effect in the signal ratio, with a control signal flat, not every such curve was filed as active; inconclusive = small, poorly fitted or top-dose-only effect, or effect the other way, or a change in a side signal; inactive = no such curve, though single readings can be large or run the other way; the % refers to the signal ratio; also: potency is read from the fitted curve at half-maximal effect; % is scaled to controls: 0 for no effect and ±100 for the full control effect
# Target sequence (Q9NR56 whole entry, looked up): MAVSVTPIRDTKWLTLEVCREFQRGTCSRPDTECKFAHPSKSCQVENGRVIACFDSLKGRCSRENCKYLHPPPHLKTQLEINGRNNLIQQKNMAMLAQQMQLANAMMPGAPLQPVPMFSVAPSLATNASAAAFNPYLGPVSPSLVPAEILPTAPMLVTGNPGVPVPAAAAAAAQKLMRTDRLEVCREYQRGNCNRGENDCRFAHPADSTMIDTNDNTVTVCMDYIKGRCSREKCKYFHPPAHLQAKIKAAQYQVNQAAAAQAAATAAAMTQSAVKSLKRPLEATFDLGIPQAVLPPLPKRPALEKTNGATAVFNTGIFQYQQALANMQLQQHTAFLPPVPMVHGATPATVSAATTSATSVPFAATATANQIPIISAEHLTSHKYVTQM
#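 His-tagged MBNL1 binding to biotinylated (CUG)12 RNA was measured by TR-FRET using terbium anti-His antibody (0.055 ng/ul final) and streptavidin-XL665 (5 nM final). Compounds were titrated 92 nM to 58 uM; 60 min at room temperature.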
# KCNH2 3.1 inh: qHTS for Inhibitors of KCHN2 3.1: Mutant qHTS. Potassium voltage-gated channel subfamily H member 2, brain isoform KCNH2 3.1 (human). U2OS KCNH2 3.1, thallium flux FluxOr; active compounds read low. activity change, % (tested at about 1.8 µM). 340,000 tested, 0.95% active. AID 720553, 2013;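 active = maximum activity change below -70%; inconclusive = maximum activity change from -70% to -50%; inactive = maximum activity change above -50%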;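 also: thallium influx rate constant from kinetic fluorescence after stimulation buffer; % is scaled to controls: 0 for no effect and ±100 for the full control effect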
#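 U2OS cells transduced with KCNH2 3.1 mutant virus (1.77 x 10^8 /mL, 4 h), plated overnight at 37 C, loaded 45 min with FluxOr dye plus Red40 quencher. Thallium flux rate constant from kinetic reads after stimulation buffer, normalised to controls.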
# Rab9 prom act: qHTS Assay for Rab9 Promoter Activators; 320,000 tested, 2.8% active; Huh7 Rab9 promoter-luciferase reporter, luminescence, 24 h; AID 485297, 2010; Potency, µM (titrated, usually from 9.22 µM), inactives show top-dose activation, negative = inhibition, usual class: activators; also: potency is read from the fitted curve at half-maximal effect; % of control where 0% means no effect; nearly all actives have a fitted effect of over 60% in size
#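 Huh7 reporter line, Rab9 promoter upstream of luciferase. Compound exposure 24 h at 37 °C in reduced-serum medium with 10% FBS. Read-out: luminescence.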
# PKM2 act: qHTS Assay for Activators of Human Muscle isoform 2 Pyruvate Kinase | 260,000 tested, 0.34% active | Potency, µM (doses to about 57.5 µM), for the others: at the highest dose activation, most hits filed as activators | AID 1631, 2009 | purified PKM2, Kinase-Glo ATP luminescence, activation; response scale: 0% is enzyme alone, no compound | Pyruvate kinase PKM (Homo sapiens), P14618; also: potency is read from the fitted curve at half-maximal effect; % is scaled to controls: 0 for no effect and ±100 for the full control effect; nearly all actives have a fitted effect of over 55% in size
#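 Purified hPK-M2 (>95% pure) converted ADP (0.1 mM final) to ATP with 0.5 mM PEP in 50 mM imidazole pH7.2, KCl, MgCl2, Tween 20, BSA; 1 h at room temperature. ATP detected by Kinase-Glo luminescence.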
# FLuc counter: qHTS profiling assay for firefly luciferase inhibitor/activator using purifed enzyme and Km concentrations of substrates (counterscreen for miR-21 project); purified FLuc, Km substrates, luminescence inhibition; 360,000 tested, 6.9% active; Potency, µM (doses to about 57.5 µM), for the others: top-dose activity change, negative = inhibition, actives largely listed as inhibitors; AID 588342, 2011;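 also: potency is read from the fitted curve at half-maximal effect; plate controls were vehicle for no effect and reference inhibitor for full effect; nearly all actives have a fitted effect of over 55% in size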
# Target sequence (P08659 whole entry, looked up): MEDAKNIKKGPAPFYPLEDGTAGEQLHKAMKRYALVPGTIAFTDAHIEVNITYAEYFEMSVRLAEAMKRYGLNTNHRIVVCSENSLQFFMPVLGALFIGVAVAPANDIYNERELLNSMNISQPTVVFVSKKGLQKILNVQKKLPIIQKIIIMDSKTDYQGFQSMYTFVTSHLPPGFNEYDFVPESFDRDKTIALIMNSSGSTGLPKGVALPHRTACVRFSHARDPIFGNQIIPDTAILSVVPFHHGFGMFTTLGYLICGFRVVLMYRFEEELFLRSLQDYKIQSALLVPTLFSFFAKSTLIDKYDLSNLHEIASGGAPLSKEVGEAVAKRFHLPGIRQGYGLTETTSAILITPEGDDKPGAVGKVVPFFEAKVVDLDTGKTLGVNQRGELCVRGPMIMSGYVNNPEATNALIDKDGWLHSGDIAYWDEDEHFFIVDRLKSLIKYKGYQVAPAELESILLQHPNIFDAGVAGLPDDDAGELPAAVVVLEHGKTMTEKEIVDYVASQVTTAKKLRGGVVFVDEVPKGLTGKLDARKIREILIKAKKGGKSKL
#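 Purified P. pyralis luciferase, 10 nM final, with Km-level 10 uM D-luciferin and 10 uM ATP in 50 mM Tris acetate pH 7.5, 10 mM Mg acetate, 0.01% Tween-20, 0.05% BSA; 6-point qHTS titration about 60 µM downward; luminescence read.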
# VP16 counter: VP16 counterscreen qHTS for inhibitors of ROR gamma transcriptional activity; Drosophila S2 Gal4-VP16 UAS-luciferase, luminescence, 20 h; Potency, µM (highest dose often 53.6 µM), without a hit: at the top dose activity, negative = inhibition, actives largely listed as inhibitors; 310,000 tested, 3.5% active;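 also: Gal4-VP16 expression switched on by copper sulfate through the metallothionein promoter; potency is read from the fitted curve at half-maximal effect; % is scaled to controls: 0 for no effect and ±100 for the full control effect; nearly all actives have a fitted effect of over 50% in size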
# * marks the source's active call; other numbers are inactive results; ? = inconclusive; / = not tested or not shown; & = joins results of further samples; ! = a repeat was not active; [ ] = dose if it differs, or a comment. Unless noted, calls follow the shape of the dose curve; as a rule, active = well fitted curve in the direction sought with a large enough effect; inconclusive = small, poorly fitted or top-dose-only effect, or another doubt; inactive = no such curve, though single readings can be large; an effect the other way counts as inactive or inconclusive.
SMILES,Menin-MLL TR inh,Mito fusion yeast,RORgamma inh,ELG1 repair inh,NPC1 prom act,MBNL1 CUG block,KCNH2 3.1 inh,Rab9 prom act,PKM2 act,FLuc counter,VP16 counter
Cc1ccc2c(c1)C1CN(C)CCC1N2C(=O)c1cccc(S(=O)(=O)N2CC(C)CC(C)C2)c1 (stereo not given),-26%,-7%,1%,-12%,-2%,-7%,-31,-5%,-3%,-3%,-6%
O=C(Cn1cnc2ccccc2c1=O)N1CCN(S(=O)(=O)c2ccc(F)cc2)CC1,/,-2%,/,0%,-6%,/,-13,-4%,/,2%,/
CC(=O)Nc1ccc(C(=O)N/N=C/c2ccncc2)cc1,0%,1%,5%,13%,1%,?,6,0%,-4%,-6%,3%
COCCCC1CCN(C(=O)CCc2nnc(CCCCc3ccccc3)o2)CC1,-18%,13%,?,?,-2%,7%,-8,-4%,-5%,-1%,-17%
Cc1nc(NC(=O)c2ccc(Cl)cc2)sc1-c1csc(Nc2cccc(F)c2)n1,?,1%,7%,1%,14%,18%,/,0%,-2%,11µM*,-16%
COc1ccccc1N(CC(=O)NCc1ccc(F)cc1)C(=O)CCC(=O)Nc1nccs1,-11%,2%,27%,5%,1%,0%,-10,-2%,23%,2%,-9%
COc1ccc(NC(=O)c2cnc(SCC(=O)NCCc3ccccc3)n(C)c2=O)cc1,/,-6%,/,29%,-2%,/,17,2%,/,-3%,/
CN(CC(=O)NC1CCN(Cc2ccccc2)CC1)S(=O)(=O)c1ccc(Br)s1,-11%,2%,26%,?,-3%,-6%,-1,-13%,-6%,1%,-21%
Cc1ccc(NC(=O)C2CCCN(S(=O)(=O)c3c(C)noc3C)C2)nc1 (stereo not given),7%,-4%,35%,?,0%,-2%,10,-7%,5%,4%,-1%
O=C(O)/C=C/c1ccc([N+](=O)[O-])o1,0%,-4%,11µM*,?,-4%,?,20,-4%,-5%,3%,-5%
COc1ccc(CNS(=O)(=O)CCNC(=O)c2ccc3c(c2)OCO3)cc1,/,-3%,/,3%,5%,/,-18,-1%,/,1%,/
COC(=O)CC/C(O)=C1\C(=O)CC(C)(C)CC1=NCc1nc2ccccc2[nH]1,2%,-2%,21%,4%,-2%,/,-4,-3%,1%,3%,-4%
Cc1ccc(S(=O)(=O)NC(=O)COc2ccccc2C(N)=O)cc1,15%,-1%,-2%,4%,-3%,-4%,17,-6%,4%,6%,2%
COCCCNC(=O)c1ccc2nc(Cc3ccc(OC)cc3)oc2c1,14%,3%,16%,?,4µM*,12%,21,2.2µM*,1%,17µM*!,24%
Cc1cccc2cc(/C=N/NC(=O)[C@H]3C[C@@H]3c3ccccc3)c(Cl)nc12,/,0%,0%,1%,2%,-5%,-4,1%,0%,1%,-6%
COC(=O)c1ccccc1NS(=O)(=O)c1ccc(F)cc1,0%,11%,19%,-1%,-5%,-3%,6,-2%,-11%,-2%,-6%
S=C(NCc1cccnc1)Nc1ccc(Oc2ccc(Cl)cc2)cc1,/,-9%,-1%,10µM*,2%,/,-23,-2%,3%,-3%,?
O=C(CSc1ncc(-c2ccccc2)[nH]1)Nc1ccccc1F,21%,12%,10%,?,18%,-7%,-3,25%,-5%,27µM*,14%
O=C(NC1CCCCC1)C(c1ccc2ncccc2c1)N(Cc1ccc2c(c1)OCO2)C(=O)c1cccs1 (stereo not given),/,5%,?,?,0%,2%,-27,5%,-1%,0%,-12%
CCCN(CCC)CCCNC(=S)Nc1ccc2nc(N3CCCC3)cc(C)c2c1,/,-36%[inhibitor],10%,-10%,-5%,-16%,-20,-3%,-6%,-3%,-2%
O=C(O)/C(=C/c1ccco1)c1ccccc1,-11%,-1%,-15%,-8%,-3%,5%,/,1%,19%,?,-10%
Cc1cc(NC(=O)CCS(=O)(=O)c2ccc(F)cc2)no1,/,-3%,/,9%,-1%,/,2,-4%,/,2%,/
Cc1cc(NC(=O)Cn2c(=O)n(Cc3ccccc3)c(=O)c3ccccc32)no1,-27%,-1%,?,19%,-2%,6%,-13,-8%,-1%,2%,?
CN(C)CCP(=O)(c1ccccc1)c1ccccc1,3%,6%,22%,1%,-1%,-6%,-9,-7%,7%,2%,-2%[10 µM]
Cc1ccccc1NC(=O)c1c(O)c2cccc3c2n(c1=O)CCC3,-7%,-2%,-1%,14%,7%,6%,/,-3%,0%,-3%,3%
COc1ccc(/C=N/NC(=O)NC23CC4CC(CC(C4)C2)C3)c(OC)c1,-1%,-9%,5%,-22%,-2%,-1%,-2,-2%[1.84 µM],/,-8%,7%
COc1ccc(Br)cc1CNC(=O)CCc1nc(-c2ccccc2F)no1,-10%,3%,-8%,?,5%,0%,-9,4%,6%,-3%,1%
COCc1cc(=O)n2[nH]c(-c3ccsc3-n3c(C)ccc3C)cc2n1,10%,2%,-16%,4%,0%,7%,-9,2%,11%,3%,-3%
CCCn1cc(S(=O)(=O)c2ccccc2)c(=O)c2cc(OC)c(OC)cc21,/,-15%,-3%,7%,2%,-5%,8,-1%,/,0%,-12%
COc1ccc(-c2noc(=O)n2CC(=O)N2CCC(Cc3ccccc3)CC2)cc1,8%,20%,?,0%,-3%,-6%,0,-7%,1%,1%,?
O=C(CCCCCN1C(=O)CCC1=O)Nc1ccc2c(c1)OCCO2,-2%,-15%,36%,?,11%,9%,3,-2%,-2%,-15%,16%
Cc1cc(C)cc(-n2c(C)cc(/C=C3\C(=N)N4N=C(CC(C)C)SC4=NC3=O)c2C)c1,6%,5%,?,-1%,-2%,-1%,4,-6%,5%,1%,?
Cc1ccccc1SC1CCN(Cc2nc(C3CC3)no2)CC1,?,?,?,-18%,0%,-11%,-2,1%,3%,-20%,-8%
Cc1cc(/C=N/NC(=O)C(=O)N2CCCC2)c(C)n1-c1cccc(Br)c1,-15%,-1%,2%,-4%,-1%,0%,0,4%,5%,-15%,-8%
CCSc1cc(C2C(C(=O)OC)=C(C)NC3=C2C(=O)CCC3)c(C)o1 (stereo not given),13%,-4%,-21%,1%,2%,-4%,0,-1%,8%,3%,0%
COc1ccc(C2=Nn3c(nnc3-c3ccccn3)SC2)cc1,8%[11.7 µM],-1%,-31%,-24%,-1%,7%,22,-11%,18%,-2%,-12%
COc1cc(OC)c(C2Nc3ccccc3NC3=C2C(=O)CC(C)(C)C3)cc1OC (stereo not given),-16%,?,-38%,9%,2%,?,-1,1%,-4%[11.5 µM],1%,-13%
O=c1ccc2cc3ccoc3cc2o1,-26%,2%,-6%&-6%,5%,0%,0%,7,3%,4%,-1%,-5%&0%
CC(C)C(=O)NC(Nc1cccc([N+](=O)[O-])c1)C(Cl)(Cl)Cl (stereo not given),46%[activator],9%,6%,-11%,-2%,?,-11,-1%,21%,2%,0%
CCCOc1ccc2ccccc2c1/C=N/n1cnnc1,?,0%,3%[0.365 µM],-4%,1%,?,6,1%,0%,1%,/
Cc1cc(C)cc(OCC(=O)Nc2ccc(S(=O)(=O)Nc3ccccn3)cc2)c1,22%,2%,6%,8%,-7%,-7%,1,-6%,4%,1%,-2%
COc1cc(S(=O)(=O)N2CCN(c3ccccc3)CC2)ccc1Cl,-3%,-7%,0%,-22%,-2%,3%,-1,1%,5%,9%,-8%
COc1cccc(NC(=O)CC2SC(=Nc3ccccc3)NC2=O)c1 (stereo not given),2%,-1%,12%,-9%,0%,-3%,4,1%,0%,-2%,13%
OCC[n+]1ccc(/C=C/c2c[nH]c3ccccc23)cc1,3%,-16%,30%,-13%,-29%,/,/,-34%[inhibitor],-13%,0%,6%

# Only part of the results is shown (hit frequency here may not be typical).
